Screens deposited in PubChem BioAssay by Sanford-Burnham Center for Chemical Genomics.
TAG inh: reduces triacylglycerol accumulation in H9c2 cells. 230,000 tested, 0.66% active. inhibition, % at 12.5 µM. Nile Red lipid (TAG) fluorescence; cells loaded with 200 µM oleic acid;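 active means pattern-corrected inhibition of lipid staining of at least 50% with the nuclear-stain viability signal not falling by more than 50%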;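 further: 0% = DMSO wells and 100% = triacsin C control wells; some results filed as inactive read as strong as hits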
TAG inh DAPI viability: also measured in TAG inh; calls as there; DAPI nuclei signal change (viability), lower = more cytotoxic, %;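 whole-well DAPI fluorescence read on a plate reader as a viability signal; minus 50 percent equals half of cells still viable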
Starred values were filed as active, the others as inactive.

SMILES	TAG inh	TAG inh DAPI viability
COC(=O)c1c(NC(=O)COC(=O)CC(NC(C)=O)c2ccccc2)sc(C)c1C (stereo unspecified)	-6	-1
Cc1ccccc1NC(=O)Cc1nnc(SCC(=O)Nc2ccccc2)n1C	-7	8
Cc1cc(C)c(NC(=O)C[N+](C)(C)CC(O)COc2cccc3ccccc23)c(C)c1 (stereo unspecified)	17	19
COc1ccc(NC(=O)c2ccc3nc(C)sc3c2)cc1	-8	-4
CC1=C(C(=O)Nc2ccccc2C)C(c2ccccc2)NC(=O)N1 (stereo unspecified)	-1	-5
Cc1cc(Br)cc(C)c1OCC(=O)NNC(=O)CCC(=O)NCc1ccccc1	10	-10
CCNC(=O)C(=O)N/N=C/c1cc([N+](=O)[O-])ccc1O	-11	8
CC(CCCC(C)(C)O)NC(=O)c1cc(COc2ccc3ncccc3c2)on1 (stereo unspecified)	-2	-19
C/C(=N\NS(=O)(=O)c1ccc([N+](=O)[O-])cc1)c1ccc2c(c1)OCO2	-13	2
CC(=O)Nc1cccc(NC(=O)CSc2ccc(C(F)(F)F)cc2[N+](=O)[O-])c1	-11	-7
Cc1cc(N2CCCC2=O)ccc1S(=O)(=O)Nc1c(C)nn(C)c1C	-19	8
O=S(=O)(c1ccc(F)cc1)N1CCN(C(=S)NCc2ccccc2)CC1	-17	-6
CCN(C[C@H]1N[C@@](CC)(C(=O)OC)[C@H]2C(=O)N(Cc3ccccc3)C(=O)[C@@H]12)C(=O)c1ccc(C)cc1	5	3
CC(=O)Nc1cccc2ccc(O)cc12	10	-13
CCN1C(=NCCOC)N[C@@H](c2cccs2)C(C(=O)OC)=C1C	-13	0
Cc1ccc(NS(=O)(=O)c2cc3c(cc2Br)NC(=O)CO3)cc1C	-69	-4
CCCCc1nc2cc(C(=O)N3CCCCC3CCO)ccc2o1 (stereo unspecified)	3	-1
O=C(CCSc1nnc(-c2ccc(O)cc2)o1)N1CCOCC1	7	1
COc1ccc(NC(=O)Cc2ccsc2)cc1S(=O)(=O)N1CCCCC1	-3	0
CC(=O)NC(NC(=S)Nc1ccc(S(N)(=O)=O)cc1)C(Cl)(Cl)Cl (stereo unspecified)	-1	-8

Single records (already shown).
Cc1ccc(NS(=O)(=O)c2cc3c(cc2Br)NC(=O)CO3)cc1C in the list: TAG inh: -69; TAG inh DAPI viability: -4
O=C(CCSc1nnc(-c2ccc(O)cc2)o1)N1CCOCC1 in the list: TAG inh: 7; TAG inh DAPI viability: 1

Continued.
SMILES	TAG inh	TAG inh DAPI viability
COc1ccc(CNC(=O)COC(=O)c2cc(-c3cccs3)nc3ccccc23)cc1OC	18	-1
C=CCNC(=S)Nc1cc(C)ccn1	-2	-6
COn1c(SCC(N)=O)nc2ccccc2c1=O	2	3
Cc1nn2c(=O)cc(COC(=O)c3ccc(S(=O)(=O)N4CCCCC4)cc3)nc2s1	-5	-3
Cc1ccc(-n2ncc3c(NNC(=O)c4ccco4)ncnc32)c(C)c1	-6	6
O=C1CSC(=Nc2ccc(O)cc2)N1c1ccc(O)cc1	6	-4
CC(=O)Nc1cc(NC(C)=O)cc(C(=O)OC(C)C(=O)Nc2ccc(S(=O)(=O)N3CCCC3)cc2)c1 (stereo unspecified)	17	0
COc1ccc(C2/C=C\CN(C(=O)C3CC3)[C@H](Cc3ccccc3)C(=O)N2Cc2ccc(F)cc2)cc1 (stereo partly specified)	15	7
O=C(CCn1c(=O)[nH]c2ccccc2c1=O)N1CCN(c2cccc(C(F)(F)F)c2)CC1	-4	10
Cc1ccc2[nH]c(=O)c(CN(CC3COCCO3)C(=O)Nc3ccccc3C)cc2c1 (stereo unspecified)	17	-10
Cn1ncc2c(N3CCC(Cc4ccccc4)CC3)ncnc21	-9	-4
COc1ccccc1OCCNC(=O)C(c1ccccc1)c1ccccc1	-4	-5
Cn1c(NC(=O)c2ccc(F)cc2)nc2ccccc21	5	-1
CCCN(CCc1ccccc1)C1CCc2c(O)cccc2C1 (stereo unspecified)	15	5
CCN(Cc1ccccc1)C1CCN(Cc2ccc(SC)cc2)CC1	2	15
COc1ccc(Oc2ccccc2/C=C/C(=O)O)cc1	2	2
C[C@H](CO)N1C[C@H](C)[C@@H](CN(C)S(C)(=O)=O)Oc2ccc(NC(=O)Nc3ccc(C(F)(F)F)cc3)cc2C1=O	7	4
COc1ccc(C(=O)OCC(=O)Nc2nc3c(F)c(F)c(F)cc3s2)cc1OC	15	-1
CC(=O)c1sc(NC(=O)CCCOc2ccc(Cl)cc2)nc1C	0	-6
COc1ccc(F)cc1S(=O)(=O)N1CCCN(S(=O)(=O)c2cc(F)ccc2OC)CC1	3	-5

The final 4 entries of the section before open the next one.
SMILES	TAG inh	TAG inh DAPI viability
C[C@H](CO)N1C[C@H](C)[C@@H](CN(C)S(C)(=O)=O)Oc2ccc(NC(=O)Nc3ccc(C(F)(F)F)cc3)cc2C1=O	7	4
COc1ccc(C(=O)OCC(=O)Nc2nc3c(F)c(F)c(F)cc3s2)cc1OC	15	-1
CC(=O)c1sc(NC(=O)CCCOc2ccc(Cl)cc2)nc1C	0	-6
COc1ccc(F)cc1S(=O)(=O)N1CCCN(S(=O)(=O)c2cc(F)ccc2OC)CC1	3	-5
COc1ccc(CN2CCCC(C(=O)c3ccc(SC)cc3)C2)cc1Cn1cccn1 (stereo unspecified)	-29	22
Cc1c(C(=O)O)sc2nc3n(c(=O)c12)CCC3	-1	-5
CN(C)CCNC(=O)COc1cccc(Cl)c1	-11	6
Cc1ccccc1-c1nc(CS(=O)(=O)CC(=O)N2CCc3ccccc3C2)c(C)o1	4	-4
CN(C)C(=O)c1ccc(NC(=O)COc2cccc(Oc3ccccc3)c2)cc1	19	11
CCCN(C(=O)COC(=O)COc1c(C)cccc1C)c1c(N)n(Cc2ccccc2)c(=O)[nH]c1=O	8	1
CN(C(=O)c1ccc(F)cc1)c1ccccc1C(=O)NCc1ccccc1	-2	3
O=C(c1ccncc1)N1CCN(C2CCC(c3ccccc3)CC2)CC1 (stereo unspecified)	11	-3
CC1Cn2c(nnc2-c2ccccc2O)S1 (stereo unspecified)	0	0
O=C(COC(=O)c1cccs1)Nc1ccc(Cl)cn1	-17	6
CCC1(c2ccc(F)cc2)NC(=O)N(CC(=O)NC2CCCCCC2)C1=O (stereo unspecified)	22	-4
CN[C@H](C)C(=O)NC[C@H]1O[C@@H](n2cc(C)c(=O)[nH]c2=O)C[C@@H]1O	-21	11
Cc1ccc(OCC(=O)Nc2ccc(-n3cnnn3)cc2)c(C)c1	7	-3
COc1ccccc1CCN1CCCC(CN(C)CC(C)(C)CO)C1 (stereo unspecified)	-5	11
COCCN1CCN(Cc2cn(C)nc2-c2ccc(Oc3ccccc3)cc2)CC1	-2	8
O=C(CCCCn1ccc(=O)[nH]c1=O)Nc1ccc(C(=O)O)c(O)c1	14	8
CC(=O)c1cccc(NC(=O)c2ccc3c(c2)C(=O)N(Cc2cccnc2)C3=O)c1	1	-6
O=c1[nH]c2c(Br)cnc([N+](=O)[O-])c2[nH]1	-2	-1
CCCOc1ccccc1C(=O)N(Cc1cccs1)C1CCS(=O)(=O)C1 (stereo unspecified)	15	8
O=C(CCN1C(=O)c2ccccc2C1=O)Nc1ccccc1C(=O)N1CCOCC1	6	-3
CN(C[C@@H](Cc1cccc2ccccc12)N(C[C@H](Cc1ccccc1)N(CCc1ccccc1)N=O)N=O)N=O	-21	5
S=C(NCCSCc1c(Cl)cccc1Cl)Nc1ccccc1	4	-2
COC(=O)Cc1ccc(NC(=S)Nc2cccc(C)n2)cc1	-7	-10
Cc1nc(SC2CC(=O)N(c3ccc([N+](=O)[O-])cc3)C2=O)nc2c1CCCC2 (stereo unspecified)	-6	3
NC(=O)C1CN(C(=O)c2cccc(S(=O)(=O)N3CCc4ccccc43)c2)c2ccccc2O1 (stereo unspecified)	-12	5
COc1ccc(F)cc1-c1cc(NC=O)c2ncc(-c3cccc(C(=O)N(C)C)c3)n2c1	50	-32
Cc1[nH]c2ccccc2c1C(=O)CN1CCCCC1CCO (stereo unspecified)	-6	5
Cn1ccnc1COc1ccc(C=O)cc1	18	-5
CCOC(=O)c1ccc(S(=O)(=O)NCCN(CC)CC)cc1	-10	1
CSc1ccc(Cl)c(C(=O)OCC(=O)N2CCOCC2)c1	-3	-1
CC(C)C[C@H](NC(=O)c1[nH]cnc1C(=O)N[C@@H](C)C(=O)OC(C)(C)C)C(=O)OC(C)(C)C	-13	-8
CCC(C)(C)n1nnnc1CN1CCN(c2nc3ccc(C)cc3cc2C#N)CC1	10	3
COc1ccc(CCNC(=O)COc2ccc([N+](=O)[O-])cc2)cc1	8	-10
COCC1CCCCN1C(=O)c1ccc2oc(CCc3ccccc3)nc2c1 (stereo unspecified)	1	-9
CCOc1ccc(-c2nnc(NC(=O)COc3ccccc3F)o2)cc1	-8	4
CC(NC(=O)COC(=O)c1cc([N+](=O)[O-])ccc1N1CCOCC1)c1ccc(F)cc1 (stereo unspecified)	-9	-4
C[C@@]12CCC=C[C@H]1[C@H](c1ccc(F)c(/C=C/c3ccccc3)c1)N(Cc1ccccc1)C2=O	-2	-1
Cc1cccc(/C=C/c2onc(C)c2S(=O)(=O)N2CCC(C(=O)NC(C)C)CC2)c1	-5	-8
COc1ccccc1NC(=O)N1CCC(c2nc3ccccc3o2)CC1	-14	5
COc1ccc(CN2CCNC(=O)C2CC(=O)NCc2ccc(C)s2)c(OC)c1 (stereo unspecified)	10	1

Copied from the list:
For TAG inh DAPI viability, Cc1cccc(/C=C/c2onc(C)c2S(=O)(=O)N2CCC(C(=O)NC(C)C)CC2)c1 has -8
For TAG inh DAPI viability, COC(=O)c1c(NC(=O)COC(=O)CC(NC(C)=O)c2ccccc2)sc(C)c1C (stereo unspecified) has -1
For TAG inh DAPI viability, Cc1ccccc1-c1nc(CS(=O)(=O)CC(=O)N2CCc3ccccc3C2)c(C)o1 has -4
For TAG inh, COc1ccc(F)cc1-c1cc(NC=O)c2ncc(-c3cccc(C(=O)N(C)C)c3)n2c1 has 50

A stretch taken from the entries so far, as a working copy:
SMILES	TAG inh	TAG inh DAPI viability
CC(C)C[C@H](NC(=O)c1[nH]cnc1C(=O)N[C@@H](C)C(=O)OC(C)(C)C)C(=O)OC(C)(C)C	-13	-8
CCC(C)(C)n1nnnc1CN1CCN(c2nc3ccc(C)cc3cc2C#N)CC1	10	3
COc1ccc(CCNC(=O)COc2ccc([N+](=O)[O-])cc2)cc1	8	-10
COCC1CCCCN1C(=O)c1ccc2oc(CCc3ccccc3)nc2c1 (stereo unspecified)	1	-9
CCOc1ccc(-c2nnc(NC(=O)COc3ccccc3F)o2)cc1	-8	4

(more compounds)
SMILES	TAG inh	TAG inh DAPI viability
Cc1nnc(SCC(=O)N2CCCCCC2)n(N)c1=O	-8	-2
CC(C)C[C@H](NC(=O)c1nc[nH]c1C(=O)NCc1ccccc1)C(=O)OCc1ccccc1	-23	-8
Cc1ccc(C2=NN(C(=O)CCC(=O)O)C(c3cn(-c4ccccc4)nc3-c3ccc(C)cc3)C2)cc1 (stereo unspecified)	-6	3
O=C(CN1CCCCCC1)NCc1ccccc1	4	3
CCC1CCCCN1C(=O)COc1ccc(S(=O)(=O)N2CCOCC2)cc1Cl (stereo unspecified)	-10	1
O=C(Nc1ccc(Cl)cc1)c1nc[nH]c1C(=O)Nc1ccccc1F	10	7
COc1ccc(C(C)(C)C)cc1S(=O)(=O)N1CCN(C)CC1	7	-7
Cc1c(C(=O)OC(C)C(=O)N(C)Cc2ccccc2)oc2ccccc12 (stereo unspecified)	-13	-8
CCCCC(=O)NCCc1cc2c(C)ccc(C)c2[nH]c1=O	10	-1
Cn1c(Cn2c(=O)sc3ccccc32)nnc1SCC(=O)N1CCCc2ccccc21	6	-13
O=C(O)c1ccc2c(c1)C(=O)N(c1nccs1)C2=O	9	-9
COc1cccc(C(=O)COC(=O)C(C)N2C(=O)C3C4C=CC(C4)C3C2=O)c1 (stereo unspecified)	-9	-5
COCCNC(=O)CN1C(=O)CC(C)(C)S(=O)(=O)c2ccccc21	4	-2
COc1cccc(N2CN(C3CCCCC3)CNC2=S)c1	1	-1
CC(C)n1cc(CN2CCC(n3nccc3NC(=O)Cc3ccccc3)CC2)cn1	-9	7

Not all compounds are listed. The share of hits here may be higher or lower than overall.
